Compound activity (PubChem BioAssay)
Mcl1 Noxa PPI: Mcl-1/Noxa binding inhibitors, primary screen, biochemical, TR-FRET, 1536-well. Induced myeloid leukemia cell differentiation protein Mcl-1 (Homo sapiens), Q07820. TR-FRET Mcl-1/Noxa peptide binding, 2 h. inhibition, % at 21.7 µM. 1.5% of 220,000 active. AID 1022, 2008;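 active means compounds that cut the protein-peptide binding signal by more than 50% relative to plate controls in a single-dose test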;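 further: His-tagged Mcl-1 with rhodamine Noxa BH3 peptide and terbium anti-His antibody; 0% = Mcl-1 plus Noxa peptide wells and 100% = peptide-only wells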
Target sequence (Q07820 whole entry, looked up): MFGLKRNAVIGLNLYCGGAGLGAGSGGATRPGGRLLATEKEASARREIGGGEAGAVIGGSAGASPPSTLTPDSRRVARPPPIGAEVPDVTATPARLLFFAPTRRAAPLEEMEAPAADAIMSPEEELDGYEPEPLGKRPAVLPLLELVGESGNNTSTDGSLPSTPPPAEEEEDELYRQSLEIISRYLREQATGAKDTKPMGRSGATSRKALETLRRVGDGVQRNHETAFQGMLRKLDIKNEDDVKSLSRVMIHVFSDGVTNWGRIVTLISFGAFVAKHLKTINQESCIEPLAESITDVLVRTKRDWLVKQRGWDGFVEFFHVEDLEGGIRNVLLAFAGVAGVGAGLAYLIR
Pf gametocyte: late stage P. falciparum gametocyte viability inhibitors, primary screen, ATP luminescence, HTS | inhibition, % at 10.9 µM | P. falciparum stage V gametocytes, 24 h | 0.065% of 150,000 active | AID 743093, 2013;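 active means inhibition above the mean plus 3 SD of compounds within the control limits, set per campaign, cut at about 38% in these data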;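 further: 0% = DMSO wells and 100% = medium only without gametocytes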
Mcl1-Bid inh: Mcl-1/Bid binding inhibitors, primary screen, biochemical, TR-FRET, 1536-well; Induced myeloid leukemia cell differentiation protein Mcl-1 (Homo sapiens), Q07820; TR-FRET Mcl-1/Bid-Dy647 peptide binding; inhibition, % at 21.7 µM; 0.97% of 220,000 active; AID 1021, 2008;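 active means compounds that cut the binding signal by more than half at the single screening dose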;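 further: His-tagged Mcl-1 with europium anti-His antibody binding Bid BH3 peptide; 0% = Mcl-1 plus peptide wells and 100% = peptide-only wells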
RGS8-Gao reg: RGS8-Galphao binding modulators, primary screen, biochemical, multiplexed bead flow cytometry | actives lie on both sides | response (percent of control binding), % at 10 µM | 0.34% of 220,000 active; in the data active means response below about 60% or above about 140%; inactive means in between;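 further: Galphao activated as the GDP aluminium fluoride complex binding bead-coupled RGS8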
Target sequence (P09471 whole entry, looked up): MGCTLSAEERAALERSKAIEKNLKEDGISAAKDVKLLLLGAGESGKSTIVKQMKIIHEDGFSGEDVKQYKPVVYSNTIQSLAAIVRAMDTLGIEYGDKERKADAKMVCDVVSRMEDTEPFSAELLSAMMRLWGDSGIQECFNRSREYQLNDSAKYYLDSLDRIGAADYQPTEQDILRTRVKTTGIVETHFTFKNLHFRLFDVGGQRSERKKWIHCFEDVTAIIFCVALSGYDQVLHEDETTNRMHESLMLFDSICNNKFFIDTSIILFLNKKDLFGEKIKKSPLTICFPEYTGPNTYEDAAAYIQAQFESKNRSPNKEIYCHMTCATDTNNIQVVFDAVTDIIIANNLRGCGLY
* hit, by the source's call. Some of the compounds tested; the hit share may differ from the screen's.

SMILES | Mcl1 Noxa PPI | Pf gametocyte | Mcl1-Bid inh | RGS8-Gao reg
CN(C)c1ccc(C(=O)N/N=C/c2cc(Br)cc(Br)c2O)cc1 | 27 | 20 | -81 | 95
CN(C)c1ccc(NS(=O)(=O)c2ccc(-c3csnn3)cc2)cc1 | 16 | 6 | -12 | 103
CCN1C(=O)/C(=C\c2ccncc2)SC1=S | 27 | 5 | -56 | 105
Cc1cccc(-c2n[nH]c(=S)n2/N=C/C=C/c2ccco2)c1 | 38 | 3 | -43 | 99
O=C(NC(=S)N1CCN(C/C=C/c2ccccc2)CC1)c1cccnc1 | 1 | 14 | -43 | 99
Cc1cccn2cc(CCNC(=O)c3cccs3)nc12 | 9 | -6 | -17 | 137
Cn1c(=O)[nH]c2ncccc21 | 18 | -5 | -40 | 99
COc1ccc2[nH]c(=O)c(CNc3cc(C)ccc3C)cc2c1 | 26 | -5 | -125 | 103
Cc1ccc(NC(=O)CCC(=O)N/N=C/c2ccc([N+](=O)[O-])o2)cc1C | 12 | -8 | -7 | 85
O=C(N/N=C/c1ccc(F)cc1)c1ccc(OCc2ccccc2)cc1 | -16 | -27 | -25 | 83
CN(C)c1ccc(P(=O)(OC2CCCCC2)C(O)c2ccccn2)cc1 (stereo unspecified) | 10 | 9 | -26 | 103
COc1ccc(-n2c(SCC(=O)Nc3ccccc3OC)nc(O)cc2=O)cc1 | 3 | -12 | -34 | 96
O=C(N/N=C/c1ccc(-c2ccc([N+](=O)[O-])cc2)o1)[C@H]1C[C@@H]1c1ccccc1 | -7 | -37 | -17 | 100
CC(C)(C)c1cc(NC(=O)Nc2ccc(Cl)cc2Cl)no1 | 2 | 2 | -4 | 100
CCC(=O)N1N=C(c2ccc(C)cc2)CC1c1ccco1 (stereo unspecified) | 6 | 2 | 3 | 93
CCn1c(SCC(=O)N/N=C/c2ccccc2OCC(=O)O)nnc1-c1ccc(C(C)(C)C)cc1 | 31 | 15 | 30 | 99
c1ccc(-c2ncc(CN3CCN(c4ccccn4)CC3)[nH]2)cc1 | -7 | -31 | -31 | 102
O=C(Nc1ccccc1C(F)(F)F)c1ncn[nH]1 | -2 | -15 | -29 | 98
c1ccc(CSC2=NNC(c3ccccn3)S2)cc1 (stereo unspecified) | -91 | 6 | -92 | 101
CCCCc1nc2sc3c(SCCN(C)C)ncnc3c2c2c1CCC2 | 15 | -16 | 5 | 101
Cc1ccnn1CC(=O)N/N=C/c1cn[nH]c1-c1ccccc1 | 3 | -3 | 10 | 104
Cc1oc(C(C)(C)C)cc1C(=O)N1CCN(C(c2ccccc2)c2ccccc2)CC1 | 5 | 8 | -7 | 102
C/C(Cc1ccccc1)=N\NC(=O)CNC(=O)Cc1ccccc1 | -13 | -8 | -22 | 100
Cc1ccc(NNC(=O)c2cc(C(C)(C)C)nn2Cc2ccccc2)cc1 | -1 | 9 | -4 | 99
CC(=O)N(Cc1ccccc1)c1ccccc1C(=O)O | 9 | -2 | -73 | 100

Results in RGS8-Gao reg, for some of the entries so far:
structure	RGS8-Gao reg
Cc1ccnn1CC(=O)N/N=C/c1cn[nH]c1-c1ccccc1	104
Cc1ccc(NC(=O)CCC(=O)N/N=C/c2ccc([N+](=O)[O-])o2)cc1C	85

The list continues.
SMILES | Mcl1 Noxa PPI | Pf gametocyte | Mcl1-Bid inh | RGS8-Gao reg
Cc1ccc(S(=O)(=O)N/N=C/c2ccc(O)cc2O)cc1[N+](=O)[O-] | 33 | -12 | -66 | 103
O=C(CSc1nnc(SCc2ccc(Cl)cc2)s1)N/N=C/c1ccccc1C(=O)O | 23 | -8 | -13 | 96
CN(CCC#N)Cc1cc(=O)oc2ccc3ccccc3c12 | 9 | -14 | -4 | 101
CCc1ccc(C(=O)O)cc1 | 15 | 2 | -9 | 94
O=S(=O)(Nc1cccc(-c2nc3cccnc3s2)c1)c1cccs1 | -14 | 16 | -15 | 99
O=C(Cn1cc2c(n1)CCCCC2)Nc1ccccc1Br | -1 | -8 | -11 | 28*
Clc1ccc(CSc2nnc(-c3ccncc3)s2)cc1 | 0 | 6 | -20 | 89
CC(C)(/C=N/O)/[N+]([O-])=C/c1ccccc1 | 6 | -1 | -24 | 99
CCOc1ccc(Nc2cc(Nc3ccccc3OCC)nc(C=C(C#N)C#N)n2)cc1 | 3 | -11 | -12 | 100
CC(C)(C)C(=O)Nc1sc(-c2ccccc2)cc1C(=O)O | 26 | -20 | -45 | 101
CN(C1CCCCC1)S(=O)(=O)c1ccc(S(=O)(=O)N(CC(=O)Nc2ccccc2)C2CC2)cc1 | 9 | 21 | -34 | 101
C=C1CCN([C@@H](C)C(=O)NCc2cc(OC)c(OC)c(OC)c2)S(=O)(=O)c2ccccc21 | -12 | -1 | -41 | 101
OC1(C(F)(F)F)CC(c2ccc3ccccc3c2)=NO1 (stereo unspecified) | 18 | 10 | -37 | 99
S=c1nccc(-c2ccc(Cl)cc2)[nH]1 | 9 | -12 | -74 | 96
Cc1ccnc(NC(=O)CCC(=O)N(CC(=O)NC2CCCCC2)C2CCCC2)c1 | 16 | 4 | -10 | 99
Cc1cc(=O)[nH]c(N/N=C/c2cc(C)n(-c3ccccc3)c2C)n1 | -28 | -7 | -197 | 102
CN(C)C(=S)SCCn1c(N)nc(N(C)C)nc1=O | 11 | 5 | -67 | 97
CCn1c(O)c(C=NC2CCCC(C)C2C)sc1=S (stereo unspecified) | -6 | -11 | -18 | 99
N=c1ccn(Cc2ccc(F)cc2)cc1 | -6 | -11 | -3 | 99
CN(C)C(=S)Nc1ccc(Br)c(Cl)c1 | 8 | 8 | -18 | 96
CC(C)n1c(C(F)(F)F)nc2cc(C(=O)N3CCC(O)CC3)ccc21 | 2 | -10 | -35 | 99
Cc1ccc(S(=O)(=O)N2CCOCC2)cc1NC(=O)c1cc(-c2ccccn2)nc2ccccc12 | -6 | 6 | -10 | 102
CCc1nc(C)cc2c1sc1ccccc12 | 9 | -20 | 15 | 99
O=C(c1c(F)cccc1F)N1CCN=C1SCc1ccccc1 | 16 | 15 | -8 | 102
Cc1cc(C)c2nc(Cl)c(Cl)nc2c1 | -5 | 23 | -22 | 102
SMILES | Mcl1 Noxa PPI | Pf gametocyte | Mcl1-Bid inh | RGS8-Gao reg
COc1cccc(/C=N/Nc2nc3ccccc3[nH]2)c1OC | -24 | -5 | -148 | 102
Cc1ccc(S(=O)(=O)Nc2cc(=O)[nH]c(SCC(=O)Nc3cccc(C)c3)n2)cc1 | -13 | -13 | -1 | 97
CN(C)n1cccc1/C=C(\C#N)S(=O)(=O)c1cccc(Cl)c1 | 2 | -7 | -18 | 101
CCN(CC)C(=O)c1cccc2nc3ccccc3nc12 | -14 | -30 | -6 | 102
CC(=O)ONC(=Nc1ccccc1)c1nonc1N | 2 | 9 | -15 | 102
CC(=O)Nc1ccc(NC(=O)C(C)OC(=O)c2ccccc2NS(=O)(=O)c2cccs2)cc1 (stereo unspecified) | 8 | -15 | -15 | 102
CCNc1nc(Oc2ccc(C(=O)OC)cc2)nc(N2CCOCC2)n1 | 8 | 9 | -19 | 92
COCC(C)n1c(C)cc(C(=O)CSc2nc(C)c(C)c(C)n2)c1C (stereo unspecified) | -12 | 12 | -125 | 98
COc1cc(OC)nc(NC(=O)NS(=O)(=O)c2ccccc2Cl)n1 | -3 | -3 | -24 | 94
CCOc1ccc(S(=O)(=O)N(C)c2ccc(OCC(=O)NCCc3ccc(OC)cc3)cc2)cc1 | -12 | 2 | -14 | 102
COc1ccccc1P(=O)(c1ccccc1)c1ccccc1NC(C)=O (stereo unspecified) | -15 | -14 | -40 | 98
NC(=O)c1sc2nc3c(c(-c4ccco4)c2c1N)CCCC3 | 31 | 17 | -84 | 96
CCCCOc1ncnc2c1[nH]c1ccc(C)cc12 | 6 | 5 | -9 | 103
COC(=O)CNC(=O)CSc1ccccn1 | -7 | -3 | 2 | 100
Cc1cn(CCC(=O)Nc2ccc(N3CCOCC3)cc2)c2ccccc12 | 10 | -20 | -51 | 100
C=CCN1C(=O)C(C)NC1=S (stereo unspecified) | 1 | -13 | -16 | 97
COc1ccc2[nH]cc(C(O)CN3CCN(c4ccccc4F)CC3)c2c1 (stereo unspecified) | -13 | 9 | -12 | 101
Cc1cccc2cc(C3CC(c4cccs4)=NN3S(C)(=O)=O)c(Cl)nc12 (stereo unspecified) | -9 | 17 | -9 | 105
CN(C)C(=O)CS(=O)(=O)c1ccc(Cl)cc1 | 44 | 3 | 66* | 96
CC(C)(C)NC(=S)NC1CC1 | 0 | 17 | -7 | 98
CN(C)CCCn1c(=O)n(Cc2ccco2)c(=O)c2c3c(sc21)CCCCC3 | 11 | 10 | -24 | 98
Cc1cc(C(=O)COC(=O)c2ccc(N)c([N+](=O)[O-])c2)c(C)n1Cc1ccc2c(c1)OCO2 | 1 | 23 | -54 | 103
COC(=O)C1=C(C)N(Cc2ccc(OC)cc2)C(=O)/C1=C\c1ccco1 | 2 | -1 | -20 | 94
CN(C)c1ccc(/C=N/N2CCN(c3ccccn3)CC2)cc1 | 17 | 14 | -26 | 95
Cc1sc2ncn(CC(=O)NCc3ccccc3)c(=O)c2c1C | 9 | 24 | -25 | 103
SMILES | Mcl1 Noxa PPI | Pf gametocyte | Mcl1-Bid inh | RGS8-Gao reg
COc1ccc(CNC(=O)c2cc(-c3cc(C)ccc3O)n[nH]2)cc1 | 14 | 13 | -3 | 104
O=C(Nc1ccc(F)cc1F)NC1CCN(Cc2c(F)cccc2Cl)CC1 | 7 | 9 | -8 | 104
CCC(C)[C@H](NC(=O)NCCCOC(C)C)C(=O)OC (stereo partly specified) | 11 | 2 | 1 | 104
Cc1nnc(SCC(=O)Nc2cc(S(=O)(=O)N3CCCC3)ccc2Cl)s1 | 33 | -9 | -45 | 100
O=P(O)(O)c1cc(-c2ccccc2)oc1-c1ccccc1 | 27 | -1 | 22 | 96
C/C(=N\NC(=O)C(=O)Nc1c(C)n(C)n(-c2ccccc2)c1=O)c1ccncc1 | -7 | -5 | -14 | 101
O=C(O)CCCCCNC(=O)C(=O)C1C(=O)Nc2ccccc21 (stereo unspecified) | -2 | -10 | -19 | 106
Cc1cc(C)nc(N2CCC(C(=O)NNC(=O)Cc3ccccc3)CC2)n1 | -1 | -13 | -41 | 102
Cc1c(C)c(C)c(CN2CCSCC2)c(C)c1C | -4 | 11 | -22 | 100
O=C(N/N=C/c1sc(N2CCOCC2)nc1-c1ccccc1)c1cccc(S(=O)(=O)N2CCOCC2)c1 | -102 | -11 | -99 | 101
COCCCNC(=S)NNC(=S)Nc1ccc(OC)cc1 | -18 | -6 | -68 | 99
COC(=O)c1scc(C#N)c1N/N=C(\C#N)S(=O)(=O)c1ccc(Cl)cc1 | -2 | 21 | -29 | 99
COc1cc2c(cc1OC)C(c1cccs1)N(C(=O)c1cccc(S(=O)(=O)N(C)C)c1)CC2 (stereo unspecified) | 23 | -31 | -23 | 102
Cn1nc(Cc2n[nH]c(=S)n2C)c2ccccc2c1=O | -8 | 10 | -103 | 99

Rewritten tab-delimited: part of the list above
canonical_smiles	Mcl1 Noxa PPI	Pf gametocyte	Mcl1-Bid inh	RGS8-Gao reg
COc1cccc(/C=N/Nc2nc3ccccc3[nH]2)c1OC	-24	-5	-148	102
Cc1ccc(S(=O)(=O)Nc2cc(=O)[nH]c(SCC(=O)Nc3cccc(C)c3)n2)cc1	-13	-13	-1	97
CN(C)n1cccc1/C=C(\C#N)S(=O)(=O)c1cccc(Cl)c1	2	-7	-18	101
CCN(CC)C(=O)c1cccc2nc3ccccc3nc12	-14	-30	-6	102
CC(=O)ONC(=Nc1ccccc1)c1nonc1N	2	9	-15	102
CC(=O)Nc1ccc(NC(=O)C(C)OC(=O)c2ccccc2NS(=O)(=O)c2cccs2)cc1 (stereo unspecified)	8	-15	-15	102
CCNc1nc(Oc2ccc(C(=O)OC)cc2)nc(N2CCOCC2)n1	8	9	-19	92
COCC(C)n1c(C)cc(C(=O)CSc2nc(C)c(C)c(C)n2)c1C (stereo unspecified)	-12	12	-125	98
COc1cc(OC)nc(NC(=O)NS(=O)(=O)c2ccccc2Cl)n1	-3	-3	-24	94
CCOc1ccc(S(=O)(=O)N(C)c2ccc(OCC(=O)NCCc3ccc(OC)cc3)cc2)cc1	-12	2	-14	102
COc1ccccc1P(=O)(c1ccccc1)c1ccccc1NC(C)=O (stereo unspecified)	-15	-14	-40	98
NC(=O)c1sc2nc3c(c(-c4ccco4)c2c1N)CCCC3	31	17	-84	96
CCCCOc1ncnc2c1[nH]c1ccc(C)cc12	6	5	-9	103
COC(=O)CNC(=O)CSc1ccccn1	-7	-3	2	100
Cc1cn(CCC(=O)Nc2ccc(N3CCOCC3)cc2)c2ccccc12	10	-20	-51	100
C=CCN1C(=O)C(C)NC1=S (stereo unspecified)	1	-13	-16	97
COc1ccc2[nH]cc(C(O)CN3CCN(c4ccccc4F)CC3)c2c1 (stereo unspecified)	-13	9	-12	101
Cc1cccc2cc(C3CC(c4cccs4)=NN3S(C)(=O)=O)c(Cl)nc12 (stereo unspecified)	-9	17	-9	105
CN(C)C(=O)CS(=O)(=O)c1ccc(Cl)cc1	44	3	66*	96
